Screening results (PubChem BioAssay)
RmlCD inh 1536 – M. tuberculosis RmlC/RmlD inhibition; RmlC+RmlD coupled enzyme assay, percent inhibition; primary screen in compound mixtures; inhibition, % at 3.6 µM; 160,000 compounds, 0.03% hits; in the data active = inhibition mostly above about 34%, no sharp cut-off; also: some results filed as inactive read as strong as hits
Target sequence (P9WH09 whole entry, looked up): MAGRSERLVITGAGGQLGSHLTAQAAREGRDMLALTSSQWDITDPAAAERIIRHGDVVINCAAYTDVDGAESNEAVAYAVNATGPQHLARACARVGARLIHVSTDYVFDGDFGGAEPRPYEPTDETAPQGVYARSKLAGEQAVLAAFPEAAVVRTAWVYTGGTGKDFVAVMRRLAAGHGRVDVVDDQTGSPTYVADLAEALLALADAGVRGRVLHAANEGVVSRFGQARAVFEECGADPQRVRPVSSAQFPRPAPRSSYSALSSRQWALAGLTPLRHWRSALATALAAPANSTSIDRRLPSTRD
Target sequence (P9WH11 whole entry, looked up): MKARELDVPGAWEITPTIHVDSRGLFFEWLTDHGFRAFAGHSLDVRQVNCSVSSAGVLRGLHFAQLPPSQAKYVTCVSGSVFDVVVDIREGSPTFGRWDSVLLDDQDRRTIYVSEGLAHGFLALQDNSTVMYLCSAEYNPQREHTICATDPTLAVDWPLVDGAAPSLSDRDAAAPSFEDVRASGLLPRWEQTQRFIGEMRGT
M. tuberculosis GlmU – inhibition of mycobacterial GlmU enzyme – biochemical, glucosamine-1-phosphate acetyltransferase (AID 1376) | M. tuberculosis GlmU acetyltransferase enzyme assay; higher % means a stronger effect | one-dose inhibition, %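 (tested at 30 µM in the primary screen)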; IC50 in µM for titrated hits | 220,000 compounds, 0.25% hits; in the data active = inhibition above about 13%;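 also: 0% = complete reaction with vehicle and 100% = reaction without substrate; strong numbers were not always called active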
* = called active by the depositor; · = no result given. Only part of the results is shown; the hit share may differ from the screen's.

SMILES	RmlCD inh 1536	M. tuberculosis GlmU
CCOC(=O)C1CCCN(C(=O)Cc2ccc(Cl)cc2)C1 (stereo unspecified)	·	2.3%
O=C(CCNS(=O)(=O)c1ccc(Br)s1)N1CCCCC1	5	3.0%
COc1ccc(N2CCN(C(=O)CSc3ncccc3-c3nc4ccccc4[nH]3)CC2)cc1	·	-1.8%
O=C(c1ncc[nH]1)c1cccs1	·	3.1%
Cc1ccc(/C(O)=C2/C(=O)C(=O)N(Cc3cccnc3)C2c2ccccn2)cc1 (stereo unspecified)	-5	2.8%
CC(C)n1nc(C(=O)Oc2ccc(Cl)cc2)c2ccccc2c1=O	·	1.0%
CCOC(=O)CN1C(=O)C(Sc2n[nH]c(-c3cccc(C)c3)n2)CCc2ccccc21 (stereo unspecified)	9	-1.6%
N#CCC(=O)Nc1ccc(C(F)(F)F)cc1N1CCOCC1	-12	1.4%
O=C(O)c1c[nH]c2ccc(F)cc2c1=O	7	-4.4%
CN(C)c1ccc(-c2cccc(C3CC=CC4C3C(=O)N(Cc3ccccc3)C4c3ccc(C(F)(F)F)cc3)c2)cc1 (stereo unspecified)	·	-1.5%
Cc1ccc(S(=O)(=O)N(Cc2cc3ccccc3[nH]c2=O)c2cccc(C)c2)cc1	4	0.4%
CCOC(=O)CSc1cc(=O)n(C)c2cc(Cl)ccc12	8	·
C=C(C)COc1ccc(-c2nc(N)ncc2Oc2ccccc2OCC)c(O)c1	·	4.7%
C=CCNC(=O)c1ccc(N(CC=C)S(C)(=O)=O)cc1	·	0.8%
O=C(CCSc1ccc(Cl)cc1)N1CCN(c2ncccn2)CC1	20	5.4%
CC1=NN(Cc2ccccc2)C(=O)C1	·	-3.7%
Cc1ccc(NC(=O)c2ccc(NCCCN3CCOCC3)c([N+](=O)[O-])c2)cc1Cl	·	-2.5%
CS(=O)(=O)N1CCCC(C(=O)NC2CCCCCCC2)C1 (stereo unspecified)	-7	0.6%
Cc1c(/C(O)=C2\C(=O)C(=O)N(CCN(C)C)C2c2cccnc2)cnn1-c1ccccc1 (stereo unspecified)	·	-1.6%
COCCCNC(=O)c1cccs1	·	-0.1%
CC(C)NC(=O)Cn1c(=O)c2c(ncn2Cc2ccccc2)n(Cc2ccccc2)c1=O	·	6.5%
CC(C)c1ccccc1NC(=O)c1ccccc1NC(=O)C1CCCCC1	·	2.1%
CCCn1c(C(=O)c2ccc(OC)cc2)nc2ccccc21	2	0.4%
CCOC(=O)c1c(NCC(C)C)c2ccccc2[nH]c1=O	·	-0.2%
CCCc1nc(SCC(=O)c2ccccc2)c2c(=O)n(C)c(=O)n(C)c2n1	5	-2.3%
COc1ccc(C(=O)O)cc1S(=O)(=O)N(CCc1ccccc1)Cc1ccccc1	-5	11%
CC(C)(NO)/C(=N\O)c1ccccc1	-4	-1.9%
Cc1ccc(S(=O)(=O)N/N=C/C(C)(C)CO)cc1	10	-2.9%
COC(=O)c1ccccc1OCCN1CCCCCC1	·	-10%
CS(=O)(=O)N1CCC(c2noc(-c3ccc(C(F)(F)F)cc3)n2)CC1	-10	1.6%
COCc1cc(=O)oc2cc(NS(=O)(=O)c3ccc(C)cc3)ccc12	-9	-2.7%
Cc1ccc(-c2nc3sc(C(N)=O)c(N)c3c3c2CCCC3)cc1	-8	8.5%
CCOC(=O)C(=O)NC(C)CCc1ccccc1 (stereo unspecified)	5	3.1%
COc1ccccc1C(=O)NCC(=O)N/N=C/c1cc(Br)ccc1OC(=O)/C=C\c1ccco1	-5	-4.4%
CC1OC(Nc2cccc3ccccc23)C(O)C(O)C1O (stereo unspecified)	-4	8.0%
CCCCN(C)C(=O)c1cn(CC)c2nc(C)ccc2c1=O	5	4.7%
CN1C(=O)C(=Cc2sc(=O)n(-c3ccccc3)c2N2CCCCC2)C(=O)N(C)C1=O	13	-0.9%
COc1cccc(NC(=O)CSc2nccn2-c2cccc(OC)c2)c1	·	2.0%
CC12CCCCN1CCCc1c2[nH]c2ccccc12 (stereo unspecified)	·	-4.8%
Cc1nn2cc(-c3ccccc3)nc2s1	·	1.6%
O=C(Cn1ccc2ccccc2c1=O)N1CCN(Cc2ccc3c(c2)OCO3)CC1	-4	1.1%
FC(F)(F)c1cccc(N2CCN(C(=S)NC3CCCC3)CC2)c1	11	-1.1%
CN(C)c1ccc(/C=[N+](\[O-])C(C)(C)/C=N/O)cc1	·	-0.9%
CC(C)C(=O)N1CCN(c2ccc(NC(=O)c3ccc4c(c3)OCCO4)cc2Cl)CC1	-1	2.1%
COc1ccc(-n2c(=S)[nH]c3sc(-c4ccccc4)cc3c2=O)c(OC)c1	3	-5.5%

Part of the list above, with each value named:
SMILES: COc1ccc(-n2c(=S)[nH]c3sc(-c4ccccc4)cc3c2=O)c(OC)c1
  RmlCD inh 1536: 3
  M. tuberculosis GlmU: -5.5%
SMILES: COc1ccccc1C(=O)NCC(=O)N/N=C/c1cc(Br)ccc1OC(=O)/C=C\c1ccco1
  RmlCD inh 1536: -5
  M. tuberculosis GlmU: -4.4%
SMILES: CC1OC(Nc2cccc3ccccc23)C(O)C(O)C1O (stereo unspecified)
  RmlCD inh 1536: -4
  M. tuberculosis GlmU: 8.0%
SMILES: CN(C)c1ccc(/C=[N+](\[O-])C(C)(C)/C=N/O)cc1
  RmlCD inh 1536: ·
  M. tuberculosis GlmU: -0.9%

(next part)
SMILES	RmlCD inh 1536	M. tuberculosis GlmU
Cc1cc(C)nc(NC(=O)c2cccs2)n1	·	1.0%
CC(C)(C)c1ccc(N2C(=O)CC(C/C=C/c3ccccc3)C2=O)cc1 (stereo unspecified)	1	-5.0%
COc1ccc(OC)c(NC(=O)c2ccno2)c1	11	-1.8%
Nc1nnc(SCC(=O)OCC(=O)Nc2ccccc2F)s1	3	-1.4%
Cc1ccc(C(=O)Nc2nn(C)c3cccc(F)c23)cc1	0	-5.1%
Cc1cccc(/C=N\NC(=O)c2csnn2)c1	·	-0.7%
COc1ccccc1NC(=O)CN1CCN(c2ccccn2)CC1	·	-3.8%
COc1ccccc1C(c1nnnn1CC1CCCO1)N1CCC(C(N)=O)CC1 (stereo unspecified)	·	3.7%
CCOC(=O)N1CCN(C(=O)c2nc3ccccc3s2)CC1	9	4.9%
CC(C)(C)OC(=O)N1CCC(CNC(=O)c2cccs2)CC1	-27	4.1%
Cc1ccc(NNC(=O)CCc2ccccc2)c(C)c1	1	-0.6%
COc1cccc(OC)c1C(=O)Nc1ccc(S(=O)(=O)Nc2cc(C)nc(C)n2)cc1	·	-1.6%
CC(=O)NC1=NN(C(C)=O)C(C)(c2ccc(Br)cc2)S1 (stereo unspecified)	-7	2.3%
CN(Cc1ccccc1)C(=O)CCSc1nc(-c2ccc3c(c2)OCO3)cc(C(F)(F)F)n1	·	-1.4%
O=C(Nc1cccc(CCc2ccccn2)c1)c1cc(F)c(F)cc1Cl	4	4.7%
CCN(CC)CCCNC(=O)Cn1cc2c(n1)CCC(C)C2 (stereo unspecified)	·	-7.2%
Cc1cccc(N2CCN(c3ccc(N4C(=O)CCCC4=O)cc3[N+](=O)[O-])CC2C)c1 (stereo unspecified)	-15	-0.2%
Clc1ccc(SCCCCN2CCNCC2)cc1	·	-3.2%
COc1ccc(Br)cc1C(=O)O	·	-2.7%
Cc1cc(-n2c(SCC(=O)NCc3cccs3)nc3n[nH]c(C)c3c2=N)ccc1Cl	-9	0.7%
Cc1ccc(S(=O)(=O)N2c3ccccc3CC2C)cc1 (stereo unspecified)	5	0.3%
O=C(CSc1nnc(CCc2nc3ccccc3[nH]2)n1-c1ccccc1)NCc1ccccc1	·	0.6%
CN(C)c1ccc(C(=O)c2ccccc2C(=O)O)c(O)c1	·	1.4%
Cc1ccc(S(=O)(=O)N2CCC(C(=O)N[C@@H](C)C(=O)Nc3ccc4c(c3)OCO4)CC2)cc1	9	-3.4%
CCOC(=O)CNc1cccc(C(F)(F)F)c1	-10	2.2%
COc1ccc(/C=N/c2oc(-c3ccccc3)cc2C#N)cc1OC	-1	-7.2%
COc1ccccc1-c1cc(N)n[nH]1	13	0.0%
COc1ccccc1NC(=O)CC(NCc1ccccc1)C(=O)O (stereo unspecified)	-12	·
COCCCNC(=O)CN(Cc1ccc(Cl)cc1)S(C)(=O)=O	7	2.1%
COc1ccc(OC)c(S(=O)(=O)Nc2cc(OC)c(Cl)cc2OC)c1	11	0.5%
CCOc1ccc(-n2c(Cc3cc(=O)[nH]c(=O)[nH]3)nnc2SCC(=O)Nc2nnc(C)s2)cc1	-12	1.7%
COC(=O)c1cccc(N(C(=O)CNC(=O)c2ccco2)C(C(=O)NC2CCCC2)c2ccco2)c1 (stereo unspecified)	4	-2.6%
COc1cccc(C2=NOC(C(=O)NCc3ccccn3)C2)c1 (stereo unspecified)	·	3.4%
CCC(C)N(C(=O)COC(=O)CNC(=O)c1ccccc1F)C1CCS(=O)(=O)C1 (stereo unspecified)	-11	9.0%
O=[N+]([O-])c1cc(-c2ccn[nH]2)ccc1Cl	-9	5.1%
Cc1ccc(NCc2cccnc2)cc1	8	0.7%
C/C(CC(=O)Nc1ccc(C)c(Cl)c1)=N\NC(=O)Cc1cccs1	·	-0.4%
Cc1ccc(C(=O)NC(=S)Nc2cc(C(F)(F)F)ccc2Cl)cc1	-7	0.1%
Cc1ccc(C(=O)NC(=S)N2CC(C)OC(C)C2)cc1[N+](=O)[O-] (stereo unspecified)	12	·
Cc1ccc(S(=O)(=O)c2c(C)nn(C(C)(C)C)c2OC(=O)c2cccs2)cc1	-19	0.1%
CC(NC(=O)C1CC12CCC2)c1ccccc1 (stereo unspecified)	·	5.8%
COC(=O)c1cc(N=Nc2c(C)[nH]c3ccccc23)cc(C(=O)OC)c1	·	2.7%
COc1ccc2oc(-c3cccc(NC(=O)CSc4ccc(Cl)cc4)c3)nc2c1	6	3.1%
O=[N+]([O-])c1ccc(O)c(/C=N/Nc2ccccn2)c1	32	-8.2%
CCOC(=O)Cc1c(C)nc2c(-c3ccc(Cl)cc3)c(C)nn2c1C	-9	-5.0%
CC1=CCC[C@@H]2[C@@](C)(CC/C(C)=C/C(=O)O)[C@H](C)CC[C@@]12C	·	-0.5%
COc1ccc(NS(=O)(=O)c2ccc(NC(=S)NC(=O)c3cccc(F)c3)cc2)nn1	-3	3.9%
CCOc1ccc(-c2ccc(SCC(=O)NCC3CCCO3)nn2)cc1 (stereo unspecified)	-13	-5.5%
Cc1ccc(S(=O)(=O)N2CCCCC2)cc1NC(=O)CSc1nnc(N)s1	-1	3.6%
O=[N+]([O-])c1ccc2c(c1)[nH]c(=S)n2-c1ccccc1	·	3.4%
CC(=O)c1cccc(NS(=O)(=O)c2ccc(N/C=C/C(=O)c3ccc(F)cc3)cc2)c1	2	6.4%
C=CCOCCN1C(=O)C2C3C=CC(C2C1=O)C1C2C(=O)N(CCOCC=C)C(=O)C2C31 (stereo unspecified)	·	-2.1%
CN(C)S(=O)(=O)Oc1ccccc1C(=O)Nc1ccc(F)cc1F	4	0.9%
COc1cccc(C(=O)/C=C/Nc2ccc(S(=O)(=O)Nc3ncccn3)cc2)c1	3	1.5%
CCOC(=O)Cc1c(C)c2c(O)cc(O)cc2oc1=O	-6	1.6%
Cc1cccc(OCC(=O)NCC2CCCO2)c1C (stereo unspecified)	2	6.0%
CCOc1cc(NS(=O)(=O)c2ccc(NC(C)=O)cc2)c(OCC)cc1NC(=O)C(C)C	·	4.4%
COc1ccccc1C(=O)Nc1ccc2c(c1)OCO2	13	-0.3%
O=C(CCl)Nc1ccc(N2CCCCCC2)cc1	5	-4.4%
CC1(C)Cc2cccc(OCC(=O)Nc3ccc(OCC(N)=O)cc3)c2O1	8	1.7%

The results go on:
SMILES	RmlCD inh 1536	M. tuberculosis GlmU
COc1ccc(/C=C2\SC(=O)N(CCNC(=O)Cc3coc4cc(OC)ccc34)C2=O)cc1	-10	1.7%
Cn1c(=O)[nH]c(=O)c2c1nc(CN1CCN(c3ccc(F)cc3)CC1)n2CCc1ccccc1	-7	3.2%
O=C(C[n+]1cccc(/C=N/O)c1)N1CCCc2ccccc21	-11	3.0%
O=C(CN=C1NS(=O)(=O)c2ccccc21)OCC(=O)c1ccccc1	·	1.3%
CCCNC(=O)NCc1ccc(N2CCCC2=O)cc1	·	-1.2%
COc1cccc(Nc2nc(-c3ccc(O)cc3)cs2)c1	-2	-8.8%
Cc1ccc(-c2nc(CSc3nc4ccccc4c(=O)n3CCO)cs2)cc1	0	-1.9%
CCOC(=O)N1CCN(S(=O)(=O)c2ccc(OC)c3ccccc23)CC1	·	0.8%
Cc1cc(C(=O)CN2C(=O)CN(C)C2=O)c(C)n1-c1cccc(S(=O)(=O)N2CCOCC2)c1	4	-4.6%
COc1ccc(Nc2oc(-c3ccc(OC)cc3)nc2C#N)cc1	3	3.8%
CCOC(=O)c1c(C)[nH]c(C(=O)COC(=O)c2ccc(F)c(S(=O)(=O)N3CCOCC3)c2)c1C	·	2.3%
